High-throughput results as filed in PubChem.
TGFb inhibitor: qHTS for Inhibitors of TGF-b | HepG2 CAGA-GFP TGF-b/SMAD3 reporter, GFP fluorescence, 18 h; TGF-beta stimulated, 500 pg/mL final | Potency, µM (doses to about 46.1 µM), for the others: at the highest dose activity, negative = inhibition, most hits filed as inhibitors | hit rate 1.2% among 410,000; also: potency is read from the fitted curve at half-maximal effect; % is scaled to controls: 0 for no effect and ±100 for the full control effect; nearly all actives have a fitted effect of over 65% in size
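Using HEPG2 CAGA-GFP reporter cells at 1000 cells/well, we pinned test compounds, stimulated with recombinant TGF-beta (500 pg/mL final) and measured total well GFP after 18 h.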
HepG2 viability: qHTS for Inhibitors of TGF-b: Cytotox Counterscreen; HepG2 CAGA-GFP viability, ATP luminescence, 18 h; Potency, µM (doses to about 46.1 µM), for the others: top-dose activity change, negative = cytotoxicity, hits mostly cytotoxic; hit rate 0.76% among 410,000; AID 588856, 2011; also: potency is read from the fitted curve at half-maximal effect; some results filed as inactive show a strong effect at the top dose
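CellTiter-Glo luminescence gave cytotoxicity after 18 hours at 37 degrees C. The cells were HepG2 CAGA-GFP in 1% FBS DMEM, stimulated with 500 pg/mL TGF-beta after compound addition. %Activity was normalised to no-cell wells (complete cell-killing) and DMSO (no toxicity), and curves were fitted and classified.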
Nrf2 block: Nrf2 qHTS screen for inhibitors | A549 ARE-Fluc reporter, luciferase luminescence, 18-24 h | Potency, µM (highest dose often 46 µM), for the others: at the top dose activity change, negative = inhibition, hits mostly inhibitors | hit rate 2.1% among 360,000 | AID 504444, 2011; also: potency is read from the fitted curve at half-maximal effect; % is scaled to controls: 0 for no effect and ±100 for the full control effect; nearly all actives have a fitted effect of over 60% in size
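A549 ARE_Fluc cells, 5000/well, 5% FBS OPTI-MEM; compounds in dose-response, 18-24 h at 37 °C/5% CO2; CellTiter-Fluor viability read (Ex 405/Em 525), then BugLite luciferase luminescence = Nrf2 activity.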
IL2 activator: qHTS of IL-2 Activators; IL-2 activation reporter assay, cell-based qHTS; stimulated with anti-CD3/CD4/CD28 beads; in transgenic mouse T cells; activation, % (series mostly up to about 46 µM); hit rate 0.065% among 360,000; AID 652025, 2013; in the data active = activation above about 50%; inconclusive = mostly about 30% to 49%; also: 0% is about no effect
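Unstimulated transgenic mouse T cells; 60-min compound exposure; bead-based TCR/CD4/CD28 stimulation; 18 h culture, 37 degrees C; dual fluorescence (EGFP, DsRed) plate cytometry.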
ATXN2 expr inh: Primary qHTS for Inhibitors of ATXN expression | hit rate 0.72% among 360,000 | Potency, µM (titrated, usually from 57 µM), inactives show top-dose activity change, negative = inhibition, most hits filed as inhibitors | HEK-293 ATXN2-luciferase reporter, luminescence, 24 h | AID 1745845, 2022; also: potency is read from the fitted curve at half-maximal effect; % is scaled to controls: 0 for no effect and ±100 for the full control effect; nearly all actives have a fitted effect of over 55% in size
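ATXN2-luciferase reporter cells (luciferase flanked by upstream and downstream ATXN2 gene portions) were treated 24 h at 37 °C with compounds at up to 57 uM. SteadyGlo luminescence gave expression; GF-AFC fluorescence gave viability.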
EPAC2 agonist: qHTS for Agonist of cAMP-regulated guanine nucleotide exchange factor 4 (EPAC2): primary screen; Rap guanine nucleotide exchange factor 4 (Homo sapiens), Q8WZA2; EPAC2 activation, biochemical qHTS; response scale: 100% = 6.5 mM cAMP response; Potency, µM (highest dose often 154 µM), for inactives: at the top dose activation, actives largely listed as activators; hit rate 0.079% among 360,000; also: potency is read from the fitted curve at half-maximal effect; nearly all actives have a fitted effect of over 50% in size
Target sequence (Q8WZA2 whole entry, looked up): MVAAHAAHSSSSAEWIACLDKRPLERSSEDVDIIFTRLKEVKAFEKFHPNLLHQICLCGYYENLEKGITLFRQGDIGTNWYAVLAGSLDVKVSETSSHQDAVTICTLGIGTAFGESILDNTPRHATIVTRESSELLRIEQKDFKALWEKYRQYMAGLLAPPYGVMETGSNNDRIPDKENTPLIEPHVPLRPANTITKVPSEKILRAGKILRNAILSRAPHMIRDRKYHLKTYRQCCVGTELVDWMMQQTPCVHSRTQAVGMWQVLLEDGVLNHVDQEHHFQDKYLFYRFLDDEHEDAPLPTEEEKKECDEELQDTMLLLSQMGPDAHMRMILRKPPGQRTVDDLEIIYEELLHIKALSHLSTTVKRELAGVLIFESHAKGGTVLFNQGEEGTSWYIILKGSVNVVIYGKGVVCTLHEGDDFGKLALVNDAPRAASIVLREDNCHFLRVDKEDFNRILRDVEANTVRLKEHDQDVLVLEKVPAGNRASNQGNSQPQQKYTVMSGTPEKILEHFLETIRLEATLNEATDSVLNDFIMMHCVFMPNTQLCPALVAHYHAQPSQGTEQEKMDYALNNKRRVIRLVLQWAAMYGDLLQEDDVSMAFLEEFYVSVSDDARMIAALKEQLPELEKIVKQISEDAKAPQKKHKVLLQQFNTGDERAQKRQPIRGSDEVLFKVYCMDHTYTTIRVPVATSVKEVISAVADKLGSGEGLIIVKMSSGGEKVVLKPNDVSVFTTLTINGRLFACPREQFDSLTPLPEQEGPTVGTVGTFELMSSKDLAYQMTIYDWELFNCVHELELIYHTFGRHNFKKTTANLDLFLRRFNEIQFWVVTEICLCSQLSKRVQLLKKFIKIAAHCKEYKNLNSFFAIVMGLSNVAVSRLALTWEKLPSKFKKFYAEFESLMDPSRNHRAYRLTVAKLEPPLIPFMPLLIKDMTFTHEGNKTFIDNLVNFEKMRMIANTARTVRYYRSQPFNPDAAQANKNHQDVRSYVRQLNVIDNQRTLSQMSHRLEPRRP
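Compounds were added across a concentration range to EPAC2 (100 nM), RAP1B-BODIPY-GDP (250 nM) and GDP (50 uM). After 5 min at room temperature, fluorescence was recorded at 5-min intervals for 30 min.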
Nrf2 activator: qHTS of Nrf2 Activators; AREc32 ARE-luciferase reporter (MCF7-derived line), luminescence, 24 h; Potency, µM (series often up to 46.1 µM), for the others: top-dose activation, actives largely listed as activators; hit rate 0.31% among 410,000; AID 624171, 2012; also: potency is read from the fitted curve at half-maximal effect; % of control where 0% means no effect; nearly all actives have a fitted effect of over 65% in size
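Reporter line AREc32 (ARE-Fluc), seeded overnight in OPTI-MEM with 5% FBS; compound pin-transferred, 24 hr at 37 deg C, 5% CO2; luminescent read-out.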
S2 tox: Viability Counterscreen for Primary qHTS for Inhibitors of ATXN expression; S2 cells (HEK-293 line with an ATXN2-luciferase reporter) viability, CellTiter-Fluor protease fluorescence, 24 h; Potency, µM (highest dose often 56.7 µM), actives largely listed as cytotoxic; hit rate 0.49% among 400,000; also: potency is read from the fitted curve at half-maximal effect; nearly all actives have a fitted effect of over 40% in size
A549 tox: Nrf2 qHTS screen for inhibitors: counterscreen for cytotoxicity. A549 ARE-Fluc cells, CellTiter-Fluor viability, 18-24 h. hit rate 0.16% among 390,000. Potency, µM (top dose mostly 46 µM), inactives show top-dose activity change, negative = cytotoxicity, usual class: inhibitors. AID 504648, 2011; also: potency is read from the fitted curve at half-maximal effect; % is scaled to controls: 0 for no effect and ±100 for the full control effect
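A549 ARE-Fluc cells in 5% FBS OPTI-MEM, 5000 cells/well, rested 2 h then exposed to compounds in concentration-response for 18-24 h at 37 °C. Viability by CellTiter-Fluor fluorescence (Ex 405/Em 525) after 30 min; luciferase luminescence (BugLite, 15 min, RT) read afterwards.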
* = called active by the depositor; i = inactive; ? = inconclusive; / = not tested or not shown; [ ] = another dose, or the depositor's remark. Unless noted, calls follow the shape of the dose curve; as a rule, active = well fitted curve in the direction sought with a large enough effect; inconclusive = small, poorly fitted or top-dose-only effect, or another doubt; inactive = no such curve, though single readings can be large; an effect the other way counts as inactive or inconclusive.

1	Cc1ccc2nc(NC(=O)C3CC(=O)N(Cc4ccco4)C3)sc2c1 (centres undefined)
2	COc1ccc(C(c2c(C)n(C)n(-c3ccccc3)c2=O)c2c(C)n(C)n(-c3ccccc3)c2=O)cc1
3	CCC(C)n1c(=N)c(C(=O)NC2CCCC2)cc2c(=O)n3ccccc3nc21 (centres undefined)
4	COc1cccc(NC(=O)N2CCN(c3cccc(C)c3C)CC2)c1
5	O=C(NCCc1ccc(Cl)cc1)c1ccc(CS(=O)(=O)Cc2ccccc2F)o1
6	Cc1ccccc1CN1C(=O)c2ccccc2Sc2ccc(C(=O)NC(C)c3ccccc3)cc21 (centres undefined)

assay / entry	1	2	3	4	5	6
EPAC2 agonist	6%	0%	/	4%	/	/
ATXN2 expr inh	-5%	?	1%	30%	?	/
S2 tox	i	i	/	i	20µM*	/
HepG2 viability	1%	-6%	-7%	-15%	1%	-28%
IL2 activator	-0.1	0.0	/	-0.9	/	/
Nrf2 block	?	1%	-4%	-16%	/	/
TGFb inhibitor	-4%	-6%	-1%	-17%	-28%	?
A549 tox	3%	-1%	?	-10%	-18%	2%
Nrf2 activator	4.8%	-1.4%	0.1%	2.4%	4.0%	0.9%

7	CCn1c(SCC(=O)NNC(=O)c2ccc(OC)cc2)nnc1-c1cccnc1
8	C/C(CC(=O)NCCCN1CCOCC1)=N\NC(=O)COc1ccc(Cl)cc1
9	O=C(CSc1nc2[nH]c(=O)[nH]c(=O)c2s1)Nc1cccc(F)c1
10	Cc1ccc2c(c1)N(C(=O)C1CCN(S(=O)(=O)c3c(C)noc3/C=C/c3ccccc3F)CC1)CCO2
11	O=C(CSc1nnc(C2COc3ccccc3O2)o1)Nc1nccs1 (centres undefined)
12	CCc1ccc(CN(Cc2ccco2)C(=O)COc2ccc(Cl)cc2C)cc1

assay / entry	7	8	9	10	11	12
EPAC2 agonist	4%	3%	2%	/	7%	/
ATXN2 expr inh	-20%	-2%	2%	/	5%	/
S2 tox	i	i	i	/	i	/
HepG2 viability	0%	-33%	0%	1%	-16%	-32%
IL2 activator	-1.4	0.4	-0.4	/	-2.0	/
Nrf2 block	1%	2%	2%	/	-7%	-23%
TGFb inhibitor	10%	-1%	-3%	4%	1%	-16%
A549 tox	-5%	-2%	2%	-1%	-1%	15%
Nrf2 activator	-0.6%	-0.8%	4.5%	22%	6.5%	6.6%

13	Cc1cc(NC(=O)CSc2nc3c(c(=O)n2C)SCC3)no1
14	CCOc1nc(NCCc2ccc(OC)c(OC)c2)nc(NC(C)(C)CO)n1
15	CC1CCN(CC(=O)Nc2ccc(Cl)cc2[N+](=O)[O-])CC1
16	Cc1nc2cccnc2n1C1CCN(C(=O)Nc2ccccc2C(F)(F)F)CC1
17	COCCN(C(=O)c1cc(OC)c(OC)c(OC)c1)c1c(N)n(Cc2ccccc2)c(=O)[nH]c1=O
18	COc1ccc(C)cc1NC(=O)CSc1nnc(-c2ccccn2)n1Cc1ccco1

assay / entry	13	14	15	16	17	18
EPAC2 agonist	6%	5%	11%	/	10%	9%
ATXN2 expr inh	-1%	-8%	1%	3%	-16%	-11%
S2 tox	i	i	i	i	i	?
HepG2 viability	4%	-4%	3%	2%	0%	-20%
IL2 activator	-2.6	-1.3	-0.2	/	2.6	-2.6
Nrf2 block	-14%	-13%	?	/	?	-5%
TGFb inhibitor	8%	-15%	17%	4%	17%	-3%
A549 tox	9%	/	0%	-9%	7%	-4%
Nrf2 activator	0.2%	0.7%	0.9%	-1.1%	3.1%	-0.3%

19	CCn1c(SCC(=O)NCCc2ccc(OC)c(OC)c2)nc2c([nH]c3ccccc32)c1=O
20	CCc1nc2ccccc2n1Cc1ccc(OC)c(OC)c1
21	Nc1ncnc2c1ncn2C1OC(CO)C(O)C1N (centres undefined)
22	NS(=O)(=O)c1ccc(NC(=O)CN2CCN(S(=O)(=O)c3cccs3)CC2)cc1
23	CC(C)NC(=O)Nc1ccc2c(c1)C(=O)N([C@H](C)CO)C[C@H](C)[C@@H](CN(C)C(=O)Nc1ccccc1)O2
24	O=C(CSCc1ccc(F)cc1)N1CCN(c2ccc(F)cc2)CC1

assay / entry	19	20	21	22	23	24
EPAC2 agonist	2%	8%	-3%	-3%	2%	0%
ATXN2 expr inh	/	-2%	-4%	6%	7%	2%
S2 tox	i	i	i	i	i	i
HepG2 viability	-17%	-25%	5%	4%	3%	-16%
IL2 activator	-0.1	-0.1	-0.4	-3.9	0.2	-4.6
Nrf2 block	/	-9%	11%	11%	-7%	/
TGFb inhibitor	-1%	7%	9%	?	12%	?
A549 tox	/	7%	3%	1%	-2%	-2%
Nrf2 activator	4.0%	2.6%	0.1%	0.2%	-0.3%	-0.4%

25	O=C(NCc1ccc(F)c(F)c1)C1CCC(=O)N(CC2CCCCC2)C1 (centres undefined)
26	O=C(NCC(=O)c1ccccc1)OCc1ccc([N+](=O)[O-])cc1
27	Cc1cc(NC(=O)CSc2nc(C(C)C)nc3sc4c(c23)CCCC4)no1
28	O=C(NNc1ccccc1[N+](=O)[O-])Nc1ccccc1
29	CCCCN(C(=O)c1ccc(S(=O)(=O)N(C)C)cc1)c1nc2ccccc2s1
30	CCOC(=O)NC(=O)CSc1ccccn1

assay / entry	25	26	27	28	29	30
EPAC2 agonist	8%	1%	7%	4%	2%	-8%
ATXN2 expr inh	-19%	6%	?	8%	-7%	6%
S2 tox	i	i	?	i	i	i
HepG2 viability	-22%	0%	-7%	0%	13%	7%
IL2 activator	-3.1	-0.8	6.1	-1.7	-2.5	-1.0
Nrf2 block	2%	0%	?	?	-4%	?
TGFb inhibitor	-29%	0%	-18%	-26%	-8%	11%
A549 tox	9%	2%	-19%	-1%	-1%	-5%
Nrf2 activator	-1.0%	0.0%[9.22 µM]	-0.9%	0.9%	-0.4%	-0.7%

31	Cc1ccc(CNC(=O)c2ccc(Cl)c(S(N)(=O)=O)c2)n1C
32	O=C(/C=C/c1ccco1)OCc1nnc(-c2ccc(Cl)cc2)o1
33	O=C1CCc2cc(NS(=O)(=O)c3ccc([N+](=O)[O-])cc3)cc3c2N1CCC3
34	O=S(=O)(Nc1cccc(-c2ccc(N3CCCCCC3)nn2)c1)c1ccccc1Cl
35	CC1(C(=O)N(CC(=O)NC2CCCC2)Cc2ccccc2)CC(=O)N=C2C=CC=CN21 (centres undefined)
36	COc1ccc(OC)c2[nH]c(=O)c(CCNC(=O)C(C)C)cc12

assay / entry	31	32	33	34	35	36
EPAC2 agonist	14%	6%	0%	9%	3%	3%
ATXN2 expr inh	-2%	-10%	5%	9%	4%	4%
S2 tox	i	i	i	i	i	i
HepG2 viability	3%	2%	-5%	-11%	-4%	19%
IL2 activator	2.5	-5.3	0.9	-0.1	0.4	-1.6
Nrf2 block	-3%	?	-25%	?	9%	-19%
TGFb inhibitor	-3%	-1%	?	-2%	-1%	7%
A549 tox	-1%	1%	1%	-3%	4%	-1%
Nrf2 activator	0.6%	14µM*	5.9%	2.5%	0.9%	-0.5%

37	CC(C)C(=O)NCCc1nc2ccccc2n1CCc1ccccc1
38	Cc1ccc2nsnc2c1S(=O)(=O)N1CCN(C(=O)C2CCCO2)CC1 (centres undefined)
39	CC(=O)Nc1cccc(-c2ccnc3c2CC(C(=O)NCc2cccs2)O3)c1 (centres undefined)
40	O=C(CCc1nc2ccccc2[nH]1)Nc1ccc(F)cc1
41	COc1cccc(NC(=O)c2ocnc2C)c1
42	COC(=O)c1cccnc1-n1c(=O)c2cccnc2n(CC(=O)Nc2ccccc2F)c1=O
43	CCCC(=O)Nc1cc(OC)c(C(=O)OC)cc1Cl
44	CC1CC2=C(NC(=S)NC2c2cccc(F)c2)/C(=C/c2cccc(F)c2)C1 (centres undefined)
45	CC(C)CNc1ncnc2c1ncn2[C@H]1CN(Cc2ccc3c(c2)OCO3)C[C@@H](CO)O1

assay / entry	37	38	39	40	41	42	43	44	45
EPAC2 agonist	-2%	6%	4%	-3%	-11%	/	6%	-3%	3%
ATXN2 expr inh	-19%[11.3 µM]	6%	-1%	5%	22%	12%	/	-26%	-3%
S2 tox	i	i	?	i	?	i	i	i	i
HepG2 viability	4%	-7%	-15%	3%	-20%	-21%	2%	-7%	1%
IL2 activator	0.1	0.3	-0.6	-0.1	-0.1	/	0.2	-1.0	-0.2
Nrf2 block	2%	10%	/	-23%	8%	-16%[9.27 µM]	3%	?	/
TGFb inhibitor	1%	5%	4%	-3%	-17%	3%	-14%	?	6%
A549 tox	9%	-1%	/	?	-3%	?	-1%	1%	/
Nrf2 activator	-0.8%	1.0%	0.2%[9.22 µM]	0.3%	3.2%	-0.5%	0.3%	0.5%	1.0%

Some of the entries so far, as labelled records:
45	CC(C)CNc1ncnc2c1ncn2[C@H]1CN(Cc2ccc3c(c2)OCO3)C[C@@H](CO)O1
  EPAC2 agonist: 3%
  ATXN2 expr inh: -3%
  S2 tox: i
  HepG2 viability: 1%
  IL2 activator: -0.2
  Nrf2 block: /
  TGFb inhibitor: 6%
  A549 tox: /
  Nrf2 activator: 1.0%

41	COc1cccc(NC(=O)c2ocnc2C)c1
  EPAC2 agonist: -11%
  ATXN2 expr inh: 22%
  S2 tox: ?
  HepG2 viability: -20%
  IL2 activator: -0.1
  Nrf2 block: 8%
  TGFb inhibitor: -17%
  A549 tox: -3%
  Nrf2 activator: 3.2%

37	CC(C)C(=O)NCCc1nc2ccccc2n1CCc1ccccc1
  EPAC2 agonist: -2%
  ATXN2 expr inh: -19%[11.3 µM]
  S2 tox: i
  HepG2 viability: 4%
  IL2 activator: 0.1
  Nrf2 block: 2%
  TGFb inhibitor: 1%
  A549 tox: 9%
  Nrf2 activator: -0.8%
